Source: PubChem BioAssay
GDH-TPI counter: GDH-TPI coupling enzyme inhibitors, primary screen, artefact control for M. tuberculosis FBA inhibitor project, biochemical, absorbance, full deck. GDH-TPI coupled enzyme counterscreen, NADH absorbance. inhibition, % at 4.8 µM. 360,000 compounds, 1.2% hits; in the data active means inhibition above about 30%;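 further: 0% = DMSO wells and 100% = wells lacking the enzyme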
SARS 3CLpro inh: SARS-CoV 3CLpro protease inhibitors, primary screen, biochemical, quenched FRET; Replicase polyprotein 1ab (Severe acute respiratory syndrome coronavirus), P0C6X7; recombinant SARS-CoV 3CLpro, quenched FRET peptide cleavage; inhibition, % at 6 µM; 290,000 compounds, 0.14% hits; in the data active means inhibition above about 12%
Vc quorum ag: inducers of Vibrio cholerae quorum light production without autoinducers, primary screen, BH1578 luxS cqsA deficient, single point | V. cholerae BH1578 lux reporter, luminescence, 6 h | activation, % at 18.7 µM | 350,000 compounds, 0.16% hits; in the data active means activation mostly above about 9.7%, no sharp cut-off; further: not every result past the cut was called active; inactives centre near 0; reference of the scale not given here
PriA SSB inh: inhibitors of Klebsiella pneumoniae PriA binding to SSB C-terminal tail, primary screen, biochemical, AlphaScreen; AlphaScreen SSBct-PriA binding, biotinylated peptide; inhibition, % at 33 µM; 430,000 compounds, 0.6% hits; AID 1272365, 2023; in the data active means inhibition mostly above about 37%, no sharp cut-off; inactive means mostly below about 20%;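 further: plate controls were negative control peptide for no effect and reference peptide for full effect; strong numbers were not always called active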
Mtb BioA inh: M. tuberculosis BioA enzyme inhibitors, primary screen, biochemical, plate reader, single point, HTS; 7,8-diaminopelargonic acid synthase BioA (Mycobacterium tuberculosis); purified M. tuberculosis BioA enzyme; inhibition, % at 9.99 µM; 360,000 compounds, 0.096% hits; AID 602481, 2012; in the data active means inhibition above about 40%
VHR inh abs: VHR1 phosphatase inhibitors, primary screen, biochemical, absorbance, uHTS | inhibition, % at 13.3 µM | Dual specificity protein phosphatase 3 (Homo sapiens), P51452 | recombinant VHR phosphatase, pNPP absorbance | 290,000 compounds, 0.52% hits; in the data active means inhibition above about 50%; further: some compounds called inactive have numbers as strong as hits
Target sequence (P51452 whole entry, looked up): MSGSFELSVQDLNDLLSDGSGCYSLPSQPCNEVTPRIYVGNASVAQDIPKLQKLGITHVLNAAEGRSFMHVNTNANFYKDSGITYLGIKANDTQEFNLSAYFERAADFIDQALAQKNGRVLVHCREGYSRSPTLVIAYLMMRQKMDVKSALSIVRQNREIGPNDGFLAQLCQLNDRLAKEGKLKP
Mtb FBA inh: Mtb FBA enzyme inhibitors, primary screen, biochemical, fluorescence, strain H37Rv. Fructose-bisphosphate aldolase (Mycobacterium tuberculosis (strain ATCC 25618 / H37Rv)), …. purified M. tuberculosis FBA, fluorescence read-out. 360,000 compounds, 2.3% hits. inhibition, % at 1 µM; in the data active means inhibition above about 27%;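 further: 0% = vehicle and 100% = reference inhibitor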
Target sequence (P9WQA3 whole entry, looked up): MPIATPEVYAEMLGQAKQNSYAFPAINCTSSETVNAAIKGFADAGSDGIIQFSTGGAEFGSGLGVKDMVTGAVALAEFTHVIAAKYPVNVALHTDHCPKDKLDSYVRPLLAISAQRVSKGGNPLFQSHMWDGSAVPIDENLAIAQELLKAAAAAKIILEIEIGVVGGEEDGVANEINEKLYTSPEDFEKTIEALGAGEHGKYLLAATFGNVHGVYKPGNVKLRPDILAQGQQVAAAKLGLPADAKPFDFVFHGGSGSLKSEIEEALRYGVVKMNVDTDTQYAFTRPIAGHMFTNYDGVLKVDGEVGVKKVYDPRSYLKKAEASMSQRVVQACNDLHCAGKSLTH
UGM FP inh: M. tuberculosis UGM enzyme inhibitors, primary screen, biochemical, fluorescence polarization, single point. UDP-galactopyranose mutase (Mycobacterium tuberculosis (strain ATCC 25618 / H37Rv)), …. purified UGM, fluorescence polarization probe displacement. inhibition, % at 10 µM. 320,000 compounds, 0.06% hits. AID 504406, 2011; in the data active means inhibition above about 10%, passing the limit was not always enough
Target sequence (P9WIQ1 whole entry, looked up): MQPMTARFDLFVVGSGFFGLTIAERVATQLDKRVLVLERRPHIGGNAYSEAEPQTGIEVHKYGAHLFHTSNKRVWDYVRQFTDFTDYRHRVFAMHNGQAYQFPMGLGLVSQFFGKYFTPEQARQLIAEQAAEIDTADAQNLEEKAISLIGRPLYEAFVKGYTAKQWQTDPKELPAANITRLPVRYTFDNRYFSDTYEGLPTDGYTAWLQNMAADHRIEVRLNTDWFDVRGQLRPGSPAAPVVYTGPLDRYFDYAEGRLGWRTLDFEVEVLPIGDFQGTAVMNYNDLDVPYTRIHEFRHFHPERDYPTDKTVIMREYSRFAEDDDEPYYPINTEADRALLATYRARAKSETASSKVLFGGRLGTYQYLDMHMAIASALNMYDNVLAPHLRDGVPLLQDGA
Rv3671c protease: Rv3671c serine protease inhibitors, primary screen, biochemical, fluorescence polarization, M. tuberculosis H37Rv; 320,000 compounds, 0.048% hits; P9WHR9; AID 2606, 2010; inhibition, % at 5.96 µM; in the data active means inhibition above about 38%;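 further: extracellular domain of Rv3671c used as enzyme; 0% = enzyme with DMSO and 100% = no enzyme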
MazF activator: activators of E. coli MazEF toxin-antitoxin RNase, primary screen, biochemical, fluorescence, uHTS; Endoribonuclease toxin MazF (Escherichia coli (strain K12)), P0AE70; FAM/BHQ RNA-DNA oligo cleavage fluorescence, 5 h; activation, % at 20 µM; 350,000 compounds, 0.32% hits; in the data active means activation above about 50%
Target sequence (P0AE70 whole entry, looked up): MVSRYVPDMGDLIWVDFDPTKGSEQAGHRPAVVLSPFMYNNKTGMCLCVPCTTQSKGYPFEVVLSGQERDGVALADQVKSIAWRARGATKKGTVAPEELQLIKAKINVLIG
An asterisk follows results filed as active; i = inactive; . = no result given. These rows are one share of the data. The share of hits here may be higher or lower than overall.

SMILES	GDH-TPI counter	SARS 3CLpro inh	Vc quorum ag	PriA SSB inh	Mtb BioA inh	VHR inh abs	Mtb FBA inh	UGM FP inh	Rv3671c protease	MazF activator
CC(/C=C/c1ccccc1)NC(N)=O (centres undefined)	-3	-3	i	3	-1.8	5	0	-0.5	-8	3
CC(=O)N1N=C2C3CCN(CC3)C2C1c1ccc(C)cc1 (centres undefined)	-5	0	-0.6	-6	0.1	-7	3	-1.7	-4	0
CC(C)CCNC(=O)CN1N=C(c2ccc(Cl)cc2)CCC1=O	5	0	i	-18	0.0	-3	-1	-1.6	2	3
Cc1ccccc1-c1nnc(SCC(=O)Nc2cccnc2Cl)o1	2	.	i	5	2.9	.	1	-1.1	0	-1
COc1ccc(Nc2nc3c(C)cccn3c(=O)c2C=O)cc1	-1	-2	-0.6	-1	.	-4	-1	.	.	5
C(=N\Nc1ccccn1)/c1ccc(N2CCOCC2)cc1	28	-1	-0.2	.	.	-3	0	-1.1	4	-5
CCCC(=O)Nc1ccc(C(=O)N/N=C2\CC(=O)CC(C)(C)C2)cc1	1	2	1.4	.	-8.2	11	1	0.2	4	-3
O=C(Cn1c(=O)n(Cc2ccc3c(c2)OCO3)c(=O)c2ccccc21)N1CCCc2ccccc21	-1	-4	-0.8	-1	-2.0	-5	4	-0.7	1	-2
O=C(c1cc([N+](=O)[O-])ccc1Cl)N1CCN(c2ccccc2)CC1	7	6	i	0	.	4	-1	-0.7	-5	6
COc1cc(/C=N/NC(=O)CCc2c(C)n[nH]c2C)ccc1O	23	0	-0.5	.	-1.9	28	0	-4.1	0	2
Cn1cnc2c1c(=O)n(CC(O)CO)c(=O)n2C (centres undefined)	13	2	i	-10	-1.0	30	5	2.8	-11	-16
CN1/C(=C\C(=O)c2cccs2)Sc2ccccc21	1	-3	0.3	-11	-2.3	1	-5	-0.1	1	-1
COc1cccc(/C=C2\Oc3cc(OC(=O)N4CCOCC4)ccc3C2=O)c1	13	2	-0.7	-14	.	21	-2	0.0	-3	13
O=C1COc2ccc(-c3csc(NCCc4ccccc4)n3)cc2N1	5	4	-0.3	-1	.	-19	2	-1.5	1	3
Cc1c(C(=O)Nc2ccc(F)cc2)oc2ccc(S(=O)(=O)N3CCCC3)cc12	-7	-4	-0.1	-4	-0.1	11	-1	0.3	-7	1
CC1(C(=O)Nc2ccccc2Br)CCN1C(=O)CC1CC1 (centres undefined)	-1	.	-3.0	.	0.1	.	4	.	.	.
CN1CCCC(OC(=O)c2ccc(Cl)cc2)C1 (centres undefined)	1	3	-1.6	-1	0.2	-7	1	-1.7	-7	-10
O=C(CSc1nc2ccccc2c(=O)n1CCCN1CCOCC1)Nc1ccccc1OC(F)F	14	.	i	-10	0.8	.	0	-0.7	-4	4
CCn1c(=N)n(CC(=O)C(C)(C)C)c2ccccc21	2	4	-0.4	5	2.7	-11	2	2.9	-2	0
CC(c1ccon1)N(C)C(=O)c1ccc2nc(Cc3cccc(Cl)c3)oc2c1 (centres undefined)	7	6	0.0	4	1.9	-15	1	-2.5	4	-10
Cc1cccnc1NC(=O)c1cccc(NC(=O)CC2SC(N3CCCCC3)=NC2=O)c1 (centres undefined)	-4	.	i	-12	0.6	.	1	5.5	-5	-1
Cc1ccc2cc(C(c3nnnn3Cc3ccccc3)N3CCc4ccccc43)c(=O)[nH]c2c1C (centres undefined)	25	-4	i	12	-0.4	-19	4	-1.4	-11	-16
COc1ccc([C@H]2CC(=O)C=C(c3cccc(CO)c3)C2)cc1OC	8	.	2.8	-2	9.2	.	-2	1.5	-2	7
CC(C)(C)NC(=O)N1CCCN(c2ccc(C(F)(F)F)cn2)CC1	5	-1	0.6	-4	.	12	6	-1.1	-9	-2
CSc1ccc(Cn2c(C)c(C(=O)NCc3ccc(Cl)c(Cl)c3)sc2=O)cc1	10	.	0.4	.	-1.1	.	0	.	.	.
SMILES	GDH-TPI counter	SARS 3CLpro inh	Vc quorum ag	PriA SSB inh	Mtb BioA inh	VHR inh abs	Mtb FBA inh	UGM FP inh	Rv3671c protease	MazF activator
COC(=O)c1oc2c(c1C)C1(CCC2)SCCS1	-7	0	i	-13	7.1	1	8	-3.2	-2	-1
Cc1ccc(C(=O)Nc2c(C)cc(C)c3cccnc23)cc1	-11	-4	i	-7	-0.7	-4	-1	-1.2	-9	-4
N#CCCn1cc(CNCc2ccccc2)c(-c2cccc([N+](=O)[O-])c2)n1	-1	1	-0.3	6	.	6	-1	1.1	4	1
COc1ccccc1NC(=O)c1ccc(CS(=O)(=O)c2ccc(C)cc2)cc1	-11	-1	i	-11	.	2	-4	-1.0	-10	2
N#CCCn1cc(/C=N/O)c(-c2ccc(Cl)cc2)n1	1	-1	-0.3	.	-2.0	7	-3	4.5	1	-9
CC1(C(=O)NCc2cccc(C(F)(F)F)c2)CCN1CCc1ccccc1 (centres undefined)	2	.	i	.	7.2	.	-3	.	.	.
CN1CCCN(C(=O)c2ccc(Cl)cc2)CC1	-9	6	-3.8	-10	0.7	21	2	1.6	2	-2
CCNC(=O)C1(C)CCCN1Cc1cccc(C(F)(F)F)c1 (centres undefined)	1	.	1.3	.	0.3	.	0	.	.	.
CC1C=CCCC12C(=O)NC(=O)NC2=O (centres undefined)	15	.	i	-13	.	.	1	.	.	10
CCC(C)N(C(=O)Cn1nnc2ccccc21)C(C(=O)Nc1ccc(F)cc1)c1cccc(OC)c1 (centres undefined)	3	11	4.8	3	-1.0	41	0	-0.5	1	-6
O=C(c1cccc([N+](=O)[O-])c1)N1CCCC(C(=O)N2CCCCCC2)C1 (centres undefined)	10	2	-0.8	-9	-0.1	4	7	0.7	-3	0
COc1cc(CC2(CCc3ccncc3)C(=O)NC(=O)NC2=O)cc(OC)c1OC	-4	3	-1.5	-17	.	15	0	-1.1	1	9
COc1ccc(S(=O)(=O)N2CCCCCC2)cc1NC(=O)c1ccccc1F	3	.	-1.6	-3	-1.0	.	2	-0.2	-11	6
CC(C)C(NC(=O)c1cccs1)C(=O)NC1CCCCC1 (centres undefined)	-6	3	i	-36	-1.5	8	0	1.6	-1	8
CCCCNC(=O)N1CCN(c2ccccc2OC)CC1	8	-3	-0.5	-10	-0.6	35	-3	3.4	7	4
CCN(c1ccc(NC(=O)COC(=O)/C=C/c2ccco2)cc1)C(C)C	6	.	19	11	-2.7	.	0	0.0	3	-1
FC(F)Oc1ccc(NC(=S)NCc2nc3ccccc3[nH]2)cc1	-2	1	0.7	2	.	19	1	1.5	-9	-6
CC1(C)CC(=O)C(C=Nc2ccc(C(=O)c3ccccc3)cc2N=CC2=C(O)CC(C)(C)CC2=O)=C(O)C1	10	-3	-0.3	1	.	14	7	-0.3	1	2
O=C(c1cccc(N2C(=O)c3ccccc3C2=O)c1)N1CCCC(C(F)(F)F)C1 (centres undefined)	-5	.	i	-2	0.1	.	-2	-2.1	1	2
CCOC(=O)C1=C(COC(=O)/C=C/c2ccccc2Cl)NC(=O)NC1C (centres undefined)	-5	3	i	-1	-0.9	10	-1	-1.5	-1	1
C/C(=N\NC(=O)C1COc2ccccc2O1)c1ccc(Cl)s1 (centres undefined)	2	2	-0.9	.	.	0	3	4.8	4	0
COc1ccccc1C1CC(c2ccc(NS(C)(=O)=O)cc2)=NN1C(=O)c1ccccc1 (centres undefined)	9	7	0.6	7	.	6	-12	-1.2	-13	1
O=C(OC(C(=O)NCc1ccc(F)cc1)c1ccccc1)c1ccco1 (centres undefined)	8	6	-1.5	-7	1.6	18	2	-2.7	2	11
N#Cc1cccc(C(c2nnnn2C2CCCC2)N2CCCCCC2)c1 (centres undefined)	7	-3	i	-10	1.2	24	3	-2.7	-4	-1
Cc1cccc(NC(=S)NNC(=O)c2ccc(O)cc2O)c1C	3	1	-0.3	-5	-0.4	23	0	-0.7	20	3

In the list so far, these have a CF3 group:
SMILES	GDH-TPI counter	SARS 3CLpro inh	Vc quorum ag	PriA SSB inh	Mtb BioA inh	VHR inh abs	Mtb FBA inh	UGM FP inh	Rv3671c protease	MazF activator
CC(C)(C)NC(=O)N1CCCN(c2ccc(C(F)(F)F)cn2)CC1	5	-1	0.6	-4	.	12	6	-1.1	-9	-2
CC1(C(=O)NCc2cccc(C(F)(F)F)c2)CCN1CCc1ccccc1 (centres undefined)	2	.	i	.	7.2	.	-3	.	.	.
CCNC(=O)C1(C)CCCN1Cc1cccc(C(F)(F)F)c1 (centres undefined)	1	.	1.3	.	0.3	.	0	.	.	.
O=C(c1cccc(N2C(=O)c3ccccc3C2=O)c1)N1CCCC(C(F)(F)F)C1 (centres undefined)	-5	.	i	-2	0.1	.	-2	-2.1	1	2

Continued.
SMILES	GDH-TPI counter	SARS 3CLpro inh	Vc quorum ag	PriA SSB inh	Mtb BioA inh	VHR inh abs	Mtb FBA inh	UGM FP inh	Rv3671c protease	MazF activator
COc1cc(-c2cnc3c(NC(C)=O)cc(-c4cccc(C(=O)NCCO)c4)cn23)cc(OC)c1OC	0	.	i	.	1.5	.	-1	.	.	.
CCN(CC)C(=O)c1cccc(-c2csc(C(O)c3ccco3)n2)c1 (centres undefined)	5	.	-0.3	.	-2.5	.	9	.	.	.
CCNC(=S)NCC	4	.	-5.0	-10	-0.1	.	-3	.	.	4
CC(C)=C1C2CCC1C1C(=O)N(CCc3ccccc3)C(=O)C21 (centres undefined)	6	-6	-0.3	-8	.	-5	1	-0.9	-8	1
Cc1ccccc1NC(=S)NC(=O)C1CCCCC1	8	1	2.2	3	-0.4	6	1	-2.3	5	-3
Cc1cc(Oc2ccc(C(F)(F)F)cc2[N+](=O)[O-])c2c3c(c(=O)oc2c1)CCCC3	7	6	-0.2	-1	.	24	2	.	4	-1
O=C(C1CCN(S(=O)(=O)N2CCCC2)CC1)N1CCCCC1	8	0	1.1	-16	.	6	1	1.8	-3	3
COc1ccccc1CCNC(=O)Cn1ccc2cc(S(=O)(=O)N3CCC(C)CC3)ccc21	-12	8	i	-6	0.3	-24	-5	1.3	-8	2
COc1ccc2nc3cc([N+](=O)[O-])ccc3c(NNc3ccc([N+](=O)[O-])cc3)c2c1	-6	.	.	13	.	.	-1	.	.	5
O=C(c1cc(Cl)nc2ccccc12)N1CCN(S(=O)(=O)c2cccc(C(F)(F)F)c2)CC1	-1	.	-1.1	7	0.3	.	0	-3.7	1	1
CN(C)c1ccc(-c2csc(C(O)c3cccc(Cl)c3)n2)cc1 (centres undefined)	8	.	i	.	0.1	.	3	.	.	.
CCC(=O)NC1(C(F)(F)F)C(=O)Nc2c1c(=O)[nH]c(=O)n2Cc1ccco1 (centres undefined)	8	-4	.	9	-1.5	28	4	1.8	-11	-8
Cc1ccc(NS(=O)(=O)c2cc(C(=O)Nc3cccc(N(C)S(C)(=O)=O)c3)ccc2C)c(C)c1	2	2	-0.5	-2	0.2	-14	0	2.0	-69	-1
O=c1cc(Cc2ccccc2)[nH]c(=S)[nH]1	0	2	-0.2	-9	-0.4	-2	0	0.2	3	-6
O=[N+]([O-])c1cnc(Sc2ccncn2)c([N+](=O)[O-])c1	27	.	0.6	.	0.0	.	-6	.	.	0
N#CC1=C(N)Oc2n[nH]c(-c3cccs3)c2C1c1ccsc1 (centres undefined)	7	-3	-0.1	-25	1.8	-12	-5	-1.0	-21	-1
Cn1c(=O)[nH]c(=O)c2c1nc(NCc1ccccc1)n2CCCc1ccccc1	-10	-5	i	-18	0.5	-29	1	-1.8	2	2
CC(=O)n1nc(-c2cccnc2)nc1NCc1cccs1	-5	-3	-0.3	-15	.	29	-4	2.7	-4	-2
